# Screening results: PubChem, several laboratories
# E coli Lon inh: inhibits E. coli Lon protease; P0A9M0; purified E. coli Lon protease, fluorescence polarization; inhibition, % at 7.94 µM; 360,000 compounds, 0.42% hits; AID 602123; in the data active means inhibition above about 13%, passing the limit was not always enough;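 further: 0% = enzyme with probe and DMSO and 100% = no enzyme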
# FAS-TE inh: inhibitors of human fatty acid synthase thioesterase domain; inhibition, % at 15 µM; P49327; 360,000 compounds, 0.67% hits; recombinant FAS-TE, OMFH fluorogenic substrate, fluorescence endpoint; AID 602261;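 active means compounds whose normalised, plate-corrected inhibition of enzyme fluorescence in the single-dose primary screen is 50% or more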;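 further: 0% = DMSO with enzyme and 100% = substrate without enzyme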
# MT1-MMP act inh: inhibitors of human MT1-MMP activation. P50281. HT1080 RFP-PRO-GFP cells, GFP/RFP ratio fluorescence, overnight; percent of plate control window, DMSO zero. GFP/RFP ratio change, % at 20 µM. 360,000 compounds, 0.061% hits;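 active means GFP/RFP ratio change of at least 30% with cell ATP level not reduced by more than half and red fluorescence within 50% of control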; further: strong numbers were not always called active
#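 Material: RFP-PRO-GFP reporter HT1080 cells. Dosing: single-point 20 µM compound, 1% DMSO. Controls: DMSO and RFP-L50D-GFP cell wells. Timing: cells overnight before dosing, compound overnight, 37 °C, 5% CO2. Measure: GFP/RFP fluorescence ratio.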
# TbMetRS inhib: blocks T. brucei methionyl-tRNA synthetase activity; 360,000 compounds, 0.4% hits; purified T. brucei MetRS, ATP depletion, Kinase-Glo luminescence; inhibition, % at 11.9 µM; AID 624268;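 active means inhibition above a per-plate cutoff of the control wells' mean inhibition plus 3 SD, cut at about 5.5% in these data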;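 further: 0% = DMSO wells median and 100% = median of wells with control inhibitor compound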
#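 technique = Kinase-Glo luminescence, ATP depletion format | system = purified MetRS (methionyl-tRNA synthetase) enzyme from Trypanosoma brucei | timing = 15 min preincubation, 2 h reaction, all 25 °C | evaluation = percent inhibition versus plate control medians | dosing = single dose, 11.9 µM final nominal, 0.9% final DMSO | also added = substrates ATP, L-methionine and bulk Escherichia coli tRNA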
# CendR NRP1 mod: NRP-1/CendR interaction modulation. AID 602438. 360,000 compounds, 0.85% hits. inhibition, % at 25 µM. FAM-RPARPAR peptide binding to NRP-1, fluorescence polarization;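 active means inhibition or corrected inhibition above about 18%, plus a signal ratio from 0.5 to 1.5, limit read from the data, passing the limit was not always enough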; further: strong numbers were not always called active
# bovine MsrA act: bovine methionine sulfoxide reductase A activation; purified bovine MsrA, absorbance read-out; activation, % at 10.6 µM; 360,000 compounds, 0.3% hits; AID 602163; in the data active means activation above about 7.5%;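 further: 0% = vehicle and 100% = reference activator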
# MsrA inh: bovine MsrA inhibition; purified bovine MsrA, absorbance read-out; inhibition, % at 15.5 µM; 360,000 compounds, 0.75% hits; AID 651718; in the data active means inhibition above about 4.5%;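 further: 0% = vehicle wells with enzyme and 100% = reference inhibitor wells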
# MLLE-PAM2 inh: blocks PAM2 peptide binding to the PABP1 MLLE domain. P11940. GST-MLLE / FITC-PAM2 fluorescence polarization. inhibition, % at 20 µM. 360,000 compounds, 0.36% hits. AID 588489; in the data active means inhibition above about 35%, passing the limit was not always enough;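 further: plate controls were DMSO wells with GST-MLLE for no effect and wells lacking GST-MLLE protein for full effect; some results filed as inactive read as strong as hits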
# Target sequence (P11940 whole entry, looked up, the tested form may be a part): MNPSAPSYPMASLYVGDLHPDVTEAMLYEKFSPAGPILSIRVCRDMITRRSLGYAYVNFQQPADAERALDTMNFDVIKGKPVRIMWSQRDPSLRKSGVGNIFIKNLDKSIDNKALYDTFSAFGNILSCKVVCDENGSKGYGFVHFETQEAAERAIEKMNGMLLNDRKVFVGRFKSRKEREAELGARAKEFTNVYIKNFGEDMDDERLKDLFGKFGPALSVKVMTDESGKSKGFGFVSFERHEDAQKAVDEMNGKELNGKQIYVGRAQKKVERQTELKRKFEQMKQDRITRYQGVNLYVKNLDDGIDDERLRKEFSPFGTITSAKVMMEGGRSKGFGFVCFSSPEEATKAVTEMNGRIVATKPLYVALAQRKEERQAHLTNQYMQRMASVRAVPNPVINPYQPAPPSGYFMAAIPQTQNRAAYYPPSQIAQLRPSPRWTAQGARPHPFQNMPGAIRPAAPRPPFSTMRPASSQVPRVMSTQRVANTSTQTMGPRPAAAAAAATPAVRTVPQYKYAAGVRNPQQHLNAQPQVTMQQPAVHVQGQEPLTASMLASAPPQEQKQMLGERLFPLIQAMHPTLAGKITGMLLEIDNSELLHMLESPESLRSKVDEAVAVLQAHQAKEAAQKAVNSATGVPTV
# SKN-1 inh: blocks SKN-1 activity in C. elegans; C. elegans VP596 Pgst-4::GFP/RFP ratio, acrylamide-induced, 24 h; AID 624304; 360,000 compounds, 0.49% hits; inhibition, % at 21.8 µM;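 active means interference check ratio from 0.5 to 1.5 plus GFP to RFP signal ratio inhibition reaching or exceeding a fixed threshold, cut at about 30% in these data, passing the limit was not always enough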; further: some compounds called inactive have numbers as strong as hits
# * hit, by the source's call; / = no result given.
SMILES,E coli Lon inh,FAS-TE inh,MT1-MMP act inh,TbMetRS inhib,CendR NRP1 mod,bovine MsrA act,MsrA inh,MLLE-PAM2 inh,SKN-1 inh
CC(CC(=O)c1cccs1)CC(=O)c1cccs1,-3.6,-3.5,15.1,-1.2,11.7,-9.2,-1.0,-1.0,1.3
O=C(O)CCCNC(=O)/C(=C\c1ccccc1F)NC(=O)c1ccccc1,3.6,-0.6,2.9,-0.4,-0.8,0.2,0.7,-8.7,7.9
Cc1ccccc1NC(=O)Cc1nnc(NC(=O)Nc2ccccc2F)s1,20.6,-3.9,0.6,0.5,-2.2,-5.2,-1.2,-4.5,-7.4
CCCCc1ccc(NC(=O)COc2ccc(C(=O)Nc3ccccc3OCC)cc2)cc1,-11.3,-3.7,2.7,-0.3,-16.7,-3.3,-1.2,7.3,-3.9
O=C(COc1ccc2ccccc2c1)N1CCN(C(=O)c2ccco2)CC1,-1.8,-7.5,0.7,-1.3,1.3,-14.0,0.9,3.0,-5.1
O=C(CSCc1ccccc1)N1CCN(c2cccc(C(F)(F)F)c2)CC1,-4.8,23.5,3.4,-0.6,8.3,1.8,0.1,0.0,-22.3
COc1cc(NC(=O)CN(c2cc(C)cc(C)c2)S(=O)(=O)c2c(C)[nH]c(=O)[nH]c2=O)cc(OC)c1,-9.9,-0.9,-1.1,0.8,-11.7,1.8,0.3,6.8,-2.8
O=C(COC(=O)/C=C/c1ccc(Cl)cc1)NCc1cccs1,1.7,-7.7,3.0,-0.2,-5.1,-2.7,-0.1,-0.1,4.9
CC(=O)c1cccc(NC(=O)c2cnn(-c3ccccc3)c2C)c1,4.4,-1.8,3.9,-1.2,-2.5,-2.6,-1.1,-4.5,5.4
C=C1CCN([C@H](C(=O)Nc2ccc(OC)cc2)C(C)C)S(=O)(=O)c2ccccc21,5.7,3.1,5.5,-0.3,7.5,-7.5,-0.3,-2.7,-10.6
O=C(c1cc2nc(-c3ccccc3)cc(-c3ccccc3)n2n1)N1CCCC1,-1.7,13.4,-3.4,-0.4,12.8,0.1,0.8,2.5,13.4
O=[N+]([O-])c1ccc(Oc2cccc(Br)c2)c2ccncc12,9.4,15.4,-9.7,-1.0,-7.0,-2.0,1.2,12.4,4.8
Cc1ccccc1OCC(=O)OCC(=O)c1ccc(-c2ccccc2)cc1,-6.8,21.2,0.7,-0.6,-0.2,-6.4,0.1,9.1,-5.5
CCn1ccc(C(=O)Nc2c(C)nn(Cc3c(F)c(F)c(F)c(F)c3F)c2C)n1,-5.5,-8.8,4.3,-0.7,-7.0,-1.4,-1.2,6.6,-6.3
Fc1ccccc1NC(=S)N1CCN(C/C=C/c2ccccc2)CC1,8.2,-3.0,0.7,-0.7,-2.7,-6.4,0.2,-99.0,-2.4
N#C/C(C(=O)N1CCCCC1)=C1/N=C(NC(=O)c2ccc(F)cc2)c2ccccc21,-9.4,2.7,-0.9,0.2,1.6,-1.9,0.0,-2.0,6.2
COc1cc(C2CC(=O)NC3=C2C(=O)CC(C)(C)C3)cc(OC)c1O (stereo not given),-6.7,-5.0,-2.2,-1.6,2.8,-9.5,-0.1,1.5,18.2
O=C(NC1CCCCC1)c1cc2ccccc2cc1O,0.5,5.9,-1.2,-0.8,-1.4,-8.2,-0.2,-13.3,0.0
CCCCc1nc2cc(C(=O)N3CCCCC3CCO)ccc2o1 (stereo not given),1.5,16.5,-2.5,-0.3,14.5,-3.4,1.2,-1.2,7.0
CCN(CCCNC(=O)CN1C(=O)COc2ccccc21)c1cccc(C)c1,-8.4,1.3,3.3,-0.8,3.3,-2.5,0.8,-6.7,6.7
Fc1cccc(Cn2cc(C(=S)N3CCOCC3)c3ccccc32)c1,3.0,21.9,-2.1,-0.2,-0.7,-12.4,1.5,-0.1,-3.3
COc1ccc(N(CC(=O)N/N=C/c2ccccc2F)S(=O)(=O)c2ccccc2)cc1,-5.4,2.6,-4.1,-0.2,-4.2,3.8,0.5,-6.0,11.6
Cc1cnn(-c2nc(-c3cccs3)cc(C(F)(F)F)n2)c1,-3.5,8.8,-2.2,0.0,-1.9,-3.7,1.5,2.3,20.5
COc1ccc(-n2c(SCC(=O)N3CCC(C(=O)O)CC3)nc3ccccc3c2=O)cc1OC,-2.9,-2.6,-2.1,-1.0,0.1,-6.4,0.4,-9.9,-8.1
CC1CN(C(=O)c2ccc3c(c2)OCO3)CC(C)O1 (stereo not given),-6.9,-9.8,3.0,1.2,-11.7,-0.1,-0.2,-13.0,5.1
O=C(CN1C(=O)C2C3C=CC(C3)C2C1=O)NCc1ccccc1 (stereo not given),3.6,-8.9,5.3,-0.4,-8.6,-2.0,-0.1,-3.4,28.3
CCCNC(=O)c1cccc(C(F)(F)F)c1,0.9,-0.7,-0.5,-0.9,0.2,-1.8,/,5.2,2.5
CCC1CCCCN1CCCNC(=O)Cn1ncn2nc(-c3ccc(OC)cc3)cc2c1=O (stereo not given),7.9,-9.2,2.1,0.2,3.7,-0.9,-0.8,7.8,8.1
COc1cccc(NC(=O)CN2CCc3ccccc3C2)c1,2.4,2.0,-1.0,-1.5,-9.9,-1.5,0.0,7.0,35.5*
O=C(CN(c1ccc(F)cc1)S(=O)(=O)c1ccccc1)Nc1ccccc1C(=O)O,-3.5,-5.4,-3.8,0.0,0.6,-3.8,1.2,1.0,5.7
O=C(NC(=S)NC1CCS(=O)(=O)C1)c1ccccc1Br (stereo not given),0.6,-7.2,-1.5,-0.2,2.8,-4.3,0.4,1.4,14.9
CCN1C(=O)C(=O)N(CC(=O)N2CCN(c3ccccc3)CC2)C1=O,2.2,-3.9,0.7,-0.2,-22.2,-3.4,-1.3,-2.5,8.4
C=CCNc1nc(NCc2ccco2)nc(OCC)n1,-10.1,-2.7,-0.7,-0.3,-14.9,-5.1,-1.8,1.7,-4.9
CON(C)c1nc(Oc2ccc(=O)[nH]n2)nc(N(C)C)n1,-5.5,-9.3,4.6,-0.3,-3.9,-0.9,-0.1,8.2,-2.4
O=C(CCNS(=O)(=O)c1ccccc1)NCCSc1ccc(Br)cc1,-9.1,8.4,2.2,-0.2,9.7,0.1,0.6,-4.3,5.1
COC(=O)c1ccc(C2c3c(oc4ccccc4c3=O)C(=O)N2CCCN2CCOCC2)cc1 (stereo not given),-7.0,12.3,0.9,0.4,-7.2,-2.1,-0.5,19.2,5.3
CCn1c2ccccc2c2cc(NC(=O)c3cccc([N+](=O)[O-])c3C)ccc21,-2.8,39.9,5.8,0.2,-3.9,-0.4,0.4,-5.5,15.6
O=C(CS(=O)(=O)c1ccc(C(F)(F)F)cn1)NNC(=O)c1ccccc1,-6.8,-1.5,-3.7,-0.7,-6.4,-1.2,0.0,17.3,13.7
CCS(=O)(=O)N1Cc2cc(C(=O)NCCOC)nc(-c3cccc(-c4ccncc4)c3)c2[C@@H]1CCO,-5.8,-15.2,1.6,-0.4,7.4,-2.8,0.6,/,3.7
COc1ccc(-c2cc(C(=O)N3CCCC3)c3ccccc3n2)cc1OC,-3.3,1.5,-3.1,-0.4,-7.1,4.0,2.9,-2.2,5.1
COCCNC(=O)CSCc1cc(C)cc(C)c1,-1.9,-6.7,3.4,-0.4,0.9,-1.4,-0.6,1.4,5.3
COc1ccc(C(=O)Nc2ccc(N3CCOCC3)cc2)cc1S(=O)(=O)N1CCOCC1,1.6,-5.7,3.3,-0.1,2.6,-0.1,0.0,6.4,8.9
C=CCn1c(C)c(C(=O)OCC)c2cc(O)c3ccccc3c21,-10.4,-5.3,3.9,-0.9,4.1,-3.7,1.4,3.5,3.0
Cc1ccn(C(=O)c2ccc(NC(=O)C3CCCCC3)cc2)n1,-3.6,4.3,-7.3,-1.1,-4.8,-12.9,-1.7,-6.6,-29.2
Cc1c(Cl)cccc1NC(=O)CSCC(N)=O,5.5,-12.2,-1.5,-0.3,-3.5,-0.7,0.9,6.9,3.4
CCOC(=O)c1sc(NC(=O)C2CC2)cc1C,-3.7,-4.7,-0.6,0.1,4.4,4.8,0.6,6.5,7.1
COc1cc(C(=O)NNC(=O)c2cc(S(=O)(=O)N(C)C)ccc2N2CCCC2)cc(OC)c1OC,-7.4,0.3,0.5,-0.5,0.7,-5.2,1.7,-2.5,5.0
Cn1c(SCC(=O)N2CCCCC2)nnc1-c1ccc(S(=O)(=O)N2CCOCC2)cc1,-3.6,-5.8,9.5,-0.5,-5.1,-9.6,-1.9,5.0,7.0
Cc1ncc(N=Nc2ccccc2Cl)c(-c2ccccc2)n1,3.8,8.2,14.8,-1.4,17.5,-2.8,1.6,4.8,-26.3
CC(C)CNc1ncnc2c1sc1nc(N3CCOCC3)c3c(c12)CC(C)(C)OC3,-3.8,18.6,-3.6,-0.5,4.2,-0.3,1.5,6.7,3.1
CC1(C)Cc2c(ccc3ccccc23)C(=O)N1,2.8,-2.5,-19.0,-0.2,-6.0,-0.6,-0.9,-1.6,21.4
CCCCNC(=O)c1cc(C)no1,5.4,-5.0,-0.5,-0.8,7.8,-8.8,-0.7,-6.3,0.2
Cc1ccc(OCC(=O)Nc2ccc(S(=O)(=O)N3CCCC3)cc2)cc1,4.4,7.6,0.5,-0.3,5.3,-2.5,-0.6,-13.5,-4.9
O=C(/C=C/c1ccc([N+](=O)[O-])cc1)N(c1ccccn1)C1CCCCC1,-4.9,6.9,9.9,-0.3,-16.8,-4.6,1.4,9.2,5.8
CC1CC(C)CN(S(=O)(=O)c2ccc(NC(=S)NC(=O)c3ccccc3)cc2)C1 (stereo not given),6.2,-1.1,3.9,0.0,-7.8,-2.7,0.6,35.4,6.3
CCOC(=O)N1CCN(C(=O)C(=O)Nc2ccc3nc4n(c(=O)c3c2)CCCCC4)CC1,-8.2,-12.3,0.0,-0.5,4.7,-8.8,0.8,5.1,5.4
Cc1[nH]c2ccc(F)cc2c1CCN(Cc1cccnc1)C(=S)Nc1cccc(F)c1,7.3,20.4,2.6,0.3,3.2,-2.6,1.5,-19.5,2.7
CC(=O)c1nn(-c2ccccc2)c(=Nc2ccccc2)cc1C,-3.0,12.2,-2.4,-1.1,0.7,-9.4,1.9,4.9,-0.5
COCCNCC(O)CON=C1c2ccccc2-c2ccccc21 (stereo not given),-4.2,-2.7,-0.8,-0.5,-3.1,-5.7,-0.6,-10.0,4.2
CCCCN(CC)CCNC(=O)c1cc2c(-c3ccc(Cl)cc3)nn(C)c2s1,-10.9,4.9,-6.3,1.2,2.2,0.2,0.7,-6.7,17.7
COc1ccc(/C=C2\SC(=S)N(CCCC(=O)N3CCN(C)CC3)C2=O)cc1,-2.5,3.3,1.5,-1.6,12.6,-13.0,-1.2,5.4,-5.7

# Part of the list above, reduced to E coli Lon inh, MsrA inh and SKN-1 inh.
compound	E coli Lon inh	MsrA inh	SKN-1 inh
COc1ccc(N(CC(=O)N/N=C/c2ccccc2F)S(=O)(=O)c2ccccc2)cc1	-5.4	0.5	11.6
CC1CC(C)CN(S(=O)(=O)c2ccc(NC(=S)NC(=O)c3ccccc3)cc2)C1 (stereo not given)	6.2	0.6	6.3

# Compounds were not picked by outcome; any-hit rate near 4%.
